uPA surface inh: inhibitors of cell surface uPA generation; cell surface uPA generation assay, qHTS; Potency, µM (top dose mostly 38.3 µM), for the others: top-dose activity change, negative = inhibition, most hits filed as inhibitors; 0.31% of 330,000 active; AID 540303; active = well fitted inhibition curve with a large enough effect; inconclusive = small, poorly fitted or top-dose-only effect; inactive = no such curve, though single readings can be large or run the other way; tested in mouse RAW 264.7 cells; also: % is scaled to controls: 0 for no effect and ±100 for the full control effect; nearly all actives have a fitted effect of over 55% in size
Rab9 promoter act: activates the Rab9 promoter; Potency, µM (top dose mostly 9.22 µM), for inactives: top-dose activation, negative = inhibition, actives largely listed as activators; 2.8% of 320,000 active; Huh7 Rab9 promoter-luciferase reporter, luminescence, 24 h; AID 485297; also: % of control where 0% means no effect; nearly all actives have a fitted effect of over 60% in size
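Measured in stably transfected Huh7 cells bearing a Rab9 promoter–luciferase construct: 24 h compound treatment at 37 °C, followed by luminescence detection.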
FLuc modulator: inhibits or activates purified firefly luciferase, miR-21 counter-screen. P08659. purified FLuc, Km substrates, luminescence inhibition. Potency, µM (top dose mostly 57.5 µM), without a hit: at the highest dose activity change, negative = inhibition, usual class: inhibitors. 6.9% of 360,000 active. AID 588342;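 also: plate controls were vehicle for no effect and reference inhibitor for full effect; nearly all actives have a fitted effect of over 55% in size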
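Purified P. pyralis luciferase (10nM final) with 10uM D-luciferin and 10uM ATP (Km levels) in 50mM Tris acetate pH 7.5, 10mM Mg acetate, 0.01% Tween-20, 0.05% BSA; qHTS 6-point titration, ~60 µM downward; luminescence read.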
VP16 counter: Gal4-VP16 reporter inhibition counter-screen; AID 2546; 3.5% of 310,000 active; Potency, µM (titrated, usually from 53.6 µM), for the others: top-dose activity, negative = inhibition, usual class: inhibitors; Drosophila S2 Gal4-VP16 UAS-luciferase, luminescence, 20 h;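 also: Gal4-VP16 expression switched on by copper sulfate through the metallothionein promoter; % is scaled to controls: 0 for no effect and ±100 for the full control effect; nearly all actives have a fitted effect of over 50% in size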
ELG1 genotoxic: genotoxicity induction in ELG1-luciferase HEK293T cells; 1.3% of 330,000 active; Potency, µM (series often up to 46 µM), for the others: at the top dose activity change, positive = activation, actives largely listed as activators; HEK293T ELG1-luciferase reporter, luminescence, 16 h; also: % of control where 0% means no effect; nearly all actives have a fitted effect of over 60% in size
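Genotoxicity was scored as increased ELG1-luciferase reporter signal, measured by ONE-Glo luminescence (30 min, room temperature). Compound or vehicle exposure of the HEK293T reporter cells lasted 16 hr at 37°C.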
RORgamma inh: inhibitors of mouse ROR gamma transcriptional activity. P51450. Drosophila S2 Gal4-RORgamma UAS-luciferase reporter, 20 h. Potency, µM (series often up to 53.6 µM), inactives show top-dose activity change, negative = inhibition, usual class: inhibitors. 5.4% of 310,000 active. AID 2551; also: % is scaled to controls: 0 for no effect and ±100 for the full control effect; nearly all actives have a fitted effect of over 60% in size
Target sequence (P51450 whole entry, looked up, the tested form may be a part): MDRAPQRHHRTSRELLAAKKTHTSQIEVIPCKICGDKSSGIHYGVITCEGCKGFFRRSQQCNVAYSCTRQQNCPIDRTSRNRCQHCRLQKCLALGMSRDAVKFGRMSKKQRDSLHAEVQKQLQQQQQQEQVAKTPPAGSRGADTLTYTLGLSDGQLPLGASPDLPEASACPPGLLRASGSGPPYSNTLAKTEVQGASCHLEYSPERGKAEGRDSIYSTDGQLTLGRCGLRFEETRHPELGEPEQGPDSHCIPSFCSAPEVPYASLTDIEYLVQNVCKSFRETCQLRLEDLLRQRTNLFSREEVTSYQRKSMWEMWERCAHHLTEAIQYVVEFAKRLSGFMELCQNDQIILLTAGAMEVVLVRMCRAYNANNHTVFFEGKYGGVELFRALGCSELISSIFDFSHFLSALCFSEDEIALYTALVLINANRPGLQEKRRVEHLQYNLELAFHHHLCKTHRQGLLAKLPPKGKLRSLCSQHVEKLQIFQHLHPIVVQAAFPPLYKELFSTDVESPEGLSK
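Compounds are pin-transferred onto Drosophila Schneider cells expressing a copper-inducible Gal4–ROR gamma transactivation domain fusion. After 1 hr, copper sulfate is added to 700 uM final; luciferase is read 20 hr later.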
BRCA1 expr up: increases BRCA1 expression. 1.1% of 380,000 active. Potency, µM (highest dose often 46.1 µM), inactives show top-dose activation, usual class: activators. MCF7-BRCA1-FFLuc reporter, luminescence, 48 h; response scale: scaled: vehicle 0%, 10 µM genistein 100%. AID 624202; also: nearly all actives have a fitted effect of over 80% in size; some results filed as inactive show a strong effect at the top dose
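Reporter cells (MCF7, BRCA1 promoter-firefly luciferase) received library compounds across a concentration series for 48 h. End-point luminescence was measured and concentration-effect curves derived after normalization.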
CXXC DNA block: inhibitors of human MLL CXXC domain-DNA interaction; MLL-CXXC / FITC-HOXA9 DNA fluorescence polarization; 0.037% of 290,000 active; Potency, µM (highest dose often 115 µM), inactives show top-dose activity change, negative = inhibition, usual class: inhibitors; AID 2662; Q03164; active = well fitted inhibition curve with a large enough effect in the polarisation, with a control signal flat, not every such curve was filed as active; inconclusive = small, poorly fitted or top-dose-only effect, or effect the other way, or a change in a side signal; inactive = no such curve, though single readings can be large or run the other way; the % refers to the polarisation
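Fluorescence polarization: 7 uM MLL-CXXC (stock) preincubated 5 min with compounds, then 50 nM fluorescein-HOX-A9 DNA (stock) added; 30 min ambient. Buffer 50 mM Tris-HCl pH 7.5, 50 mM NaCl, 1 mM DTT, 0.05% BSA.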
p53 reactivation: re-activators of mutant p53 | H1299 p53-A138V BP100-luciferase reporter, luminescence, 24 h | Potency, µM (highest dose often 92.2 µM), for inactives: top-dose activity change, positive = activation, actives largely listed as activators | 0.063% of 320,000 active; also: % of control where 0% means no effect; nearly all actives have a fitted effect of over 45% in size
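H1299 (p53-null), stable ts p53-A138V + BP100-Luc; 1000 cells/well, Opti-MEM/10% FBS; cpd 4 pt, 1:5; 24 h, 37 deg C, 5% CO2; detection reagent 10 min RT; luminescence.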
NPC1 promoter act: activators of NPC1 promoter | Huh7 NPC1 promoter luciferase reporter, 24 h | Potency, µM (top dose mostly 9.22 µM), without a hit: at the top dose activation, most hits filed as activators | 2.4% of 320,000 active;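 also: % of control where 0% means no effect; nearly all actives have a fitted effect of over 60% in size; reporter is driven by a mutant NPC1 promoter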
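In 1536-well qHTS, Huh7 cells harboring an NPC1 promoter–luciferase construct received compound for 24 h; activation was quantified by luminescence following luciferase reagent addition.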
MBNL1-CUG inh: MBNL1-poly(CUG) RNA binding inhibition; TR-FRET MBNL1-His/biotin-(CUG)12 binding, 665/545 ratio; Potency, µM (top dose mostly 57.5 µM), inactives show at the top dose activity change, negative = inhibition, hits mostly inhibitors; 0.036% of 280,000 active; active = well fitted inhibition curve with a large enough effect in the signal ratio, with a control signal flat, not every such curve was filed as active; inconclusive = small, poorly fitted or top-dose-only effect, or effect the other way, or a change in a side signal; inactive = no such curve, though single readings can be large or run the other way; the % refers to the signal ratio; also: % is scaled to controls: 0 for no effect and ±100 for the full control effect
Target sequence (Q9NR56 whole entry, looked up): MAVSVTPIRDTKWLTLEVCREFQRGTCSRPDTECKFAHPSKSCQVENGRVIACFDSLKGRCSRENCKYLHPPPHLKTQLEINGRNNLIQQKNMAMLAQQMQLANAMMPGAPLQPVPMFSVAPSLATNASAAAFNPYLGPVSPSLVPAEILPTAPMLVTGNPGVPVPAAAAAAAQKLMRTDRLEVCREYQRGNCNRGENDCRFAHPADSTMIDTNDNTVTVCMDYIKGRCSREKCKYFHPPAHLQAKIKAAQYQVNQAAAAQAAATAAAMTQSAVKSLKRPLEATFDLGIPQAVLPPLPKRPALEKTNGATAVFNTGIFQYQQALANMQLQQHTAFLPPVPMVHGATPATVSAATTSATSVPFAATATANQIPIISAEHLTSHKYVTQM
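Compound titration spanned 92 nM–58 uM against the MBNL1-His/biotin-(CUG)12 complex. After 60 min at room temperature with 5 nM streptavidin-XL665 and 0.055 ng/ul terbium anti-His, ratiometric 665/545 nm emission (Ex 340 nm) normalized to controls.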
An asterisk follows results filed as active; ? = inconclusive; . = not tested or not shown; [ ] = dose if it differs, or a comment. Unless noted, calls follow the shape of the dose curve; as a rule, active = well fitted curve in the direction sought with a large enough effect; inconclusive = small, poorly fitted or top-dose-only effect, or another doubt; inactive = no such curve, though single readings can be large; an effect the other way counts as inactive or inconclusive. Potency is read from the fitted curve at half-maximal effect. Only part of the results is shown (hit frequency here may not be typical).

SMILES | uPA surface inh | Rab9 promoter act | FLuc modulator | VP16 counter | ELG1 genotoxic | RORgamma inh | BRCA1 expr up | CXXC DNA block | p53 reactivation | NPC1 promoter act | MBNL1-CUG inh
COc1ccc(C(=O)Nc2cc3c(cc2C#N)OCO3)cc1S(=O)(=O)NCc1ccco1 | 4% | 0% | -1% | 1% | -2% | -6% | 0% | -7% | -1% | -2% | -10%
CC(=O)c1c(C)nc(-c2ccc(Cl)cc2Cl)n1O | 6% | -3% | 8% | -12% | 0% | -6% | -21% | 12% | -1% | -3% | -2%
Cc1cccc(NS(=O)(=O)c2cccc(C(=O)N3CCN(S(=O)(=O)c4ccccc4)CC3)c2)c1 | -18% | 1% | -1% | . | -23% | . | -39% | . | -3% | -5% | .
COC(=O)NNC(=O)C12CC3CC(CC(C3)C1)C2 | 3% | -7% | -1% | -1% | 3% | -2%[10 µM] | 1% | 0% | 0% | 11% | .
CC(C)CN(C(=O)COC(=O)C12CC3CC(CC(Cl)(C3)C1)C2)c1c(N)n(Cc2ccccc2)c(=O)[nH]c1=O | -3% | -6% | 6% | . | -7% | . | -40% | . | -1% | -2% | .
O=c1c2ccccc2nc2c3ccccc3c(NCc3cccnc3)nn12 | 2% | 2% | ? | -10% | -6% | 0% | 0% | ? | -2% | 1% | .
COc1ccc(N(CC(=O)Nc2cc(C)ccc2C)S(=O)(=O)c2ccccc2[N+](=O)[O-])c(OC)c1 | 0% | -18% | -14% | -1% | -1% | 22% | 0% | -1% | 0% | -5% | 2%
COc1cccc(CN2CCN(S(=O)(=O)c3ccc(Br)cc3)CC2)c1 | 5% | -2% | 9% | -2% | 0% | 38% | -24% | -2% | 9% | -1% | 3%
COc1ccc(N2C(=O)CSC23C(=O)N(CC(=O)NC2CCCC2)c2ccccc23)cc1 (stereo not drawn) | -11% | -1% | 2% | 0% | 1% | 1% | 1% | -2% | 4% | 2% | -11%
CCCCc1nc(NCCNC(=O)c2ccco2)c(C#N)c2c1CSC(C)(C)C2 | -3% | 8% | 0% | -9% | -3% | 1% | -37% | -9% | -1% | 6% | 1%
CSc1ccc(S(=O)(=O)N2CCC(C(=O)Nc3ccc(NC(C)=O)cc3)CC2)cc1 | 3% | 5% | -2% | -9% | -3% | 10% | -46% | -3% | -3% | 2% | -1%
N#CCC(=O)N/N=C/c1ccc(N2N=C(c3ccccc3)CC2c2ccccc2)cc1 (stereo not drawn) | -5% | -51%[inhibitor] | 2% | 2% | -17% | -42% | -90% | 21% | -3% | -4% | 10%
Cn1ccc(C(=O)N/N=C/c2cccnc2)n1 | 2% | 0% | -6% | 1% | 2% | 7% | -18% | 33%[activator] | 18% | 6% | ?
Cc1ccc(C)c(SCC(=O)Nc2cccc(S(=O)(=O)N3CCOCC3)c2)c1 | 3% | 0% | 0% | . | -1% | . | -27% | . | -1% | -4% | .
O=C(c1cc(F)ccc1F)C1CCCN(Cc2cccn2-c2ccccn2)C1 (stereo not drawn) | -15% | -8% | -3% | 3% | -9% | 6% | -40% | -14% | -4% | -4% | -6%
COc1ccc(CCNC(=O)CSC2=Nc3ccccc3C3=NC(C(C)C)C(=O)N23)cc1OC (stereo not drawn) | -2% | -4% | 4% | 15% | 3% | -3% | -6% | -4% | -9% | -4% | -5%
CC(=O)c1ccc(NC(=S)N2CCN(CCO)CC2)cc1 | 2% | -1% | -1% | -3% | -2% | 24% | 14% | -9% | -5% | -5% | 2%
Cc1c(/C=N/NC(=O)c2cc(C(C)(C)C)[nH]n2)c2ccccc2n1C | 6% | -7% | 0% | 2% | -5% | 6% | -3% | 7% | 1% | -4% | -12%
CCOc1cc(C2NC(=O)CCC2[N+](=O)[O-])cc(Br)c1OC (stereo not drawn) | 6% | 4% | 1% | -7% | -2% | 0% | -2% | 0% | -2% | 1% | -9%
O=C(COc1ccc(S(=O)(=O)Nc2ccccc2)cc1)N1CCOCC1 | -3% | -5% | -1% | . | 2% | -2%[0.365 µM] | 5% | 5% | -7% | 5% | -5%
CC(C)NC(=O)c1noc2cc([N+](=O)[O-])ccc12 | 0% | 5% | 1% | -28% | 8% | 3% | 46% | 7% | -3% | 1% | ?
CC(=O)Nc1ccc(S(=O)(=O)N/N=C/c2cccnc2)cc1 | -9% | -2% | 3% | -1% | -2% | -10% | 6% | ? | ? | 2% | 10%
O=C(CSc1n[nH]c(=O)n1-c1cccnc1)Nc1ccccc1Cl | -2% | 3% | -3% | 3% | 2% | 9% | 14% | -12% | 20% | -1% | -2%
COC(=O)Cn1nnc(-c2cccc(OC)c2)n1 | 10% | -4% | 27µM* | 22% | 0% | -15% | 13% | 4% | -2% | -6% | -5%
CC(C)N(C(=S)Nc1cc(S(=O)(=O)N2CCOCC2)ccc1Cl)c1ccccc1 | 1% | 0% | -2% | -4% | -1% | 2% | -16% | 0% | 19% | -2% | -2%
Cc1[nH]ccc(=O)c1OCC(=O)O | 8% | -5% | 2% | -19% | -1% | -18% | 14% | -1% | 0% | 1% | 2%
Cc1ccc2c(C)c(C(=O)N3CCN(Cc4ccccn4)CC3)oc2c1C | -1% | -1% | -7% | 3% | 13% | -30% | 21% | 18% | -21% | 2% | -4%
C=CCn1c(SCc2ccc(Cl)cc2)nc2cc(C(=O)N3CCC(C(N)=O)CC3)ccc2c1=O | -8% | -4% | -1% | 1% | -4% | 1% | -84% | -1% | -11% | -2% | 1%
COCCn1c(SCC(=O)Nc2cc(C)nn2-c2ccccc2)nnc1-c1ccncc1 | 3% | 1% | 2% | -3% | -1% | 10% | 20% | 4% | 0% | -3% | -25%
COc1ccc(C(=O)NNC(=O)CCCCC(=O)NNC(=O)c2ccc(OC)cc2)cc1 | 14% | 5% | -1% | -1% | -2% | 10% | 0% | -5% | 25% | -5% | -4%
O=C(NC(Cc1c[nH]c2ccccc12)C(=O)NCc1ccc(F)cc1)OCc1ccccc1 (stereo not drawn) | -5% | 2% | ? | 27% | -6% | 39% | -38% | 0% | -5% | -1% | .
Cc1ccccc1CS(=O)(=O)CC1(O)CCN(C(=O)c2cccc(C(F)(F)F)c2)CC1 | . | -4% | -2% | 3% | -3% | -1% | 4% | -1% | 2% | 2% | ?
O=c1[nH]c(=O)n(Cc2ccco2)c2c1C(C(F)(F)F)(C(F)(F)F)N=C(Cc1ccccc1)N2 | -7% | -8% | 4% | -10% | -7% | 37% | -5% | 11% | -4% | -8% | -6%
CN(C)c1ccccc1-c1csc(N2CCC(C(N)=O)CC2)n1 | -9% | -1% | 0% | . | ? | . | 60% | . | ? | -2% | .
Cc1ccc(NC(=O)c2cc([N+](=O)[O-])ccc2NCc2cccnc2)cc1 | . | 1% | -14% | -2% | -4% | 30% | -43% | 15% | -5% | -2% | ?
Cc1c(C(=O)NCc2ccccn2)oc2ccc(S(=O)(=O)N3CCC4(CC3)OCCO4)cc12 | -1% | -7% | 4% | -10% | -2% | ? | 0% | 17% | 0% | -4% | 0%
CC(=O)Nc1ncc(Cc2ccc(Cl)cc2Cl)s1 | 3% | -6% | 8% | -3% | 2% | ? | 7% | 14% | -1% | 1% | -1%
CSc1ccc(C(=S)N2CCCC2)cc1 | 6% | 7% | -17% | ? | ? | -22% | ? | -2% | ? | 4% | -9%
O=C(CN1C(=O)NC2(CCCCCCC2)C1=O)NCc1cccs1 | -1% | 0% | 0% | 2% | 0% | 17% | 5% | 0% | 1% | 1% | -1%
CCC(C(=O)OCC(=O)c1ccc(OC)cc1OC)c1ccccc1 (stereo not drawn) | 7% | 12% | ? | . | -1% | . | 59% | . | ? | 1% | .
Cc1cccnc1NC(=O)C1CCC1 | 1% | 4% | 1% | 3% | 1% | 9%[1.91 µM] | -1% | -4% | 25% | 3% | -1%
Cc1cc(C)c(NC(=S)N(CCN(C)C)Cc2cccs2)c(C)c1 | 1% | -6% | 0% | -9%[10 µM] | 14% | 17% | -14% | 9% | 10% | 4% | -4%
O=C(CSc1nnnn1-c1ccc(F)cc1)Nc1ccccc1F | 0% | 2% | 3% | 3% | -3% | 9% | 0% | -2% | -1% | 1% | 3%
COc1ccc(CCC(=O)Nc2nnc(C(F)(F)F)s2)cc1 | 1% | 6% | -3% | -10% | -1% | 13% | -19% | -2% | 7% | -2% | -1%
S=c1[nH]nc(-c2ccc3ccccc3n2)n1-c1ccccc1Cl | 2% | -7% | 3% | -12% | 1% | 12% | -4% | -3% | -6% | -3% | .
